From PubChem BioAssay
KB-3-1 tox – KB-3-1 parental cell cytotoxicity; Potency, µM (top dose mostly 46.1 µM), for the others: at the highest dose activity change, negative = cytotoxic, most hits filed as cytotoxic; KB-3-1 viability, CellTiter-Glo ATP luminescence, 72 h; AID 1347075; 1.4% of 400,000 active; also: potency is read from the fitted curve at half-maximal effect; % is scaled to controls: 0 for no effect and ±100 for the full control effect; nearly all actives have a fitted effect of over 60% in size
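KB-3-1 parental drug-naive adenocarcinoma cells in DMEM/10% FBS, incubated 72 h at 37 C with pin-transferred compounds across a concentration series. Viability by CellTiter-Glo luminescence; concentration-response curves fitted after normalization.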
HT1080NT lethal – kills 2HG-producing HT-1080-NT fibrosarcoma cells. 1.6% of 360,000 active. HT-1080-NT fibrosarcoma viability, CellTiter-Glo ATP luminescence, 48 h. Potency, µM (series often up to 46.1 µM), without a hit: at the highest dose activity, negative = less viability, hits mostly cytotoxic;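 also: NT is the 2HG producing partner of a matched IDH1 knockdown line; potency is read from the fitted curve at half-maximal effect; 0% = DMSO-treated cells and -100% = media-only wells without cells; nearly all actives have a fitted effect of over 55% in size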
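A 48-hour cytotoxicity screen used HT-1080-NT cells plated 2 hours before compound delivery. ATP-based CellTiter-Glo luminescence measured viability, normalized to DMSO and no-cell controls.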
GLP1R cytotox – cytotoxic in the GLP-1 receptor inverse agonist counter-screen | Potency, µM (top dose mostly 38.3 µM), for the others: top-dose activity change, negative = inhibition, hits mostly inhibitors | HEK293 cAMP-luciferase reporter cells, luminescence, 24 h | AID 624418 | 0.13% of 410,000 active;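 also: loss of luciferase light is scored as toxicity; potency is read from the fitted curve at half-maximal effect; % is scaled to controls: 0 for no effect and ±100 for the full control effect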
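Cells in DMEM/10% Nu serum/1% pen-strep, 1536-well format. Pre-incubated 12 h, dosed with 23 nL compound, incubated a further 24 h. Luciferase detection, 12 min at room temp, luminescence.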
SW480 rerep – inducers of DNA re-replication in SW480 colon cancer cells; SW480 DNA re-replication, Hoechst DNA content imaging, 48 h; Potency, µM (series often up to 46.1 µM), for inactives: at the top dose re-replication activation, hits mostly activators; AID 624297; 1.8% of 340,000 active; also: potency is read from the fitted curve at half-maximal effect; % of control where 0% means no effect; nearly all actives have a fitted effect of over 55% in size
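250 cells/well; 23 nL cpd via pin tool; 48 hr, 37 C, 5% CO2; Hoechst 40 min; imager read of total nuclear intensity, ex 405/em 500-530 nm.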
HT1080 IDH1KD tx – kills HT-1080 cells with IDH1 knockdown; HT-1080 IDH1 knockdown viability, ATP luminescence, 48 h; Potency, µM (top dose mostly 46.1 µM), without a hit: top-dose activity, negative = toxicity, most hits filed as cytotoxic; 2% of 360,000 active;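 also: potency is read from the fitted curve at half-maximal effect; 0% = DMSO wells and -100% = cell-free medium wells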
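Viability of IDH1-knockdown HT-1080 fibrosarcoma cells was assessed by CellTiter-Glo after 48 h at 37 °C with titrated compound; concentration-effect curves were classified by fit quality and response size.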
IL1B secr inh – blocks inflammasome-driven IL-1 beta release. 4.7% of 360,000 active. activity change, % at 57.5 µM. THP-1 LPS/ATP IL-1B secretion, AlphaLISA, 16 h; active compounds read low. AID 743279; in the data active = activity change below about -50%; inconclusive = mostly about -30% to -49%; also: % is scaled to controls: 0 for no effect and ±100 for the full control effect
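THP-1 cells pretreated 1 hr with compounds (up to 57.5 uM final), then stimulated with LPS (250 ng/mL final) plus ATP (1.25 mM final); secreted IL-1B measured by AlphaLISA after 16 hr, decreased signal indicating inhibition.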
KB-V1 MDR tox – KB-V1 MDR subline cytotoxicity; KB-V1 MDR cells viability, CellTiter-Glo, 72 h; Potency, µM (doses to about 46.1 µM), without a hit: at the top dose activity change, negative = cytotoxicity, hits mostly cytotoxic; 3.4% of 400,000 active; AID 1347076; also: potency is read from the fitted curve at half-maximal effect; % is scaled to controls: 0 for no effect and ±100 for the full control effect; nearly all actives have a fitted effect of over 60% in size
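Readout: CellTiter-Glo luminescence, 10 min after addition. Cells: KB-V1 MDR subline, 72 h at 37 degrees C with compound. Analysis: corrected, normalized data fitted to concentration-effect curves.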
D3 ag – D3 dopamine receptor (human) agonism. P35462. D3R DiscoveRx beta-arrestin cells, luminescence, 90 min. max activation, %. 0.58% of 410,000 active; in the data active = max activation above about 30%; also: 0% is about no effect; mostly tested at two doses, the higher about 12 µM
Target sequence (P35462 whole entry, looked up): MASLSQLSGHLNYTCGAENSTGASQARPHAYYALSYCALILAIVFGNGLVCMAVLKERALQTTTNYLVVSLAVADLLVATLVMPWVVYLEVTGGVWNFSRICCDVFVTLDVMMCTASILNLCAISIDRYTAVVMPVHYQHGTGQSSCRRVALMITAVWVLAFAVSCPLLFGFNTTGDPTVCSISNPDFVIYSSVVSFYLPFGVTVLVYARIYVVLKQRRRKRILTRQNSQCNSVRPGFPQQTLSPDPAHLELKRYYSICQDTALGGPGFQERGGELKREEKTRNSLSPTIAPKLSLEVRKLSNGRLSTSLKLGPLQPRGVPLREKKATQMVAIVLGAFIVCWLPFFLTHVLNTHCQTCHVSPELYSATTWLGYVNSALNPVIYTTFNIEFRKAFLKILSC
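Cells at 1500/well, incubated overnight, then treated with pinned compounds (dopamine as control) for 90 min at 37 degrees C. DiscoveRx reagent added for 30 - 60 minutes at room temperature; luminescence read.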
MCF10A rerep – inducers of DNA re-replication in MCF 10A breast cells | MCF 10A DNA re-replication, Hoechst nuclear intensity, 48 h | 2.9% of 350,000 active | AID 624296 | Potency, µM (doses to about 46.1 µM), for the others: top-dose activity, positive = re-replication, hits mostly activators; also: potency is read from the fitted curve at half-maximal effect; % of control where 0% means no effect; nearly all actives have a fitted effect of over 50% in size
Starred values were filed as active, the others as inactive; ? = inconclusive; nt = no result given; [ ] = remark or other dose. Unless noted, calls follow the shape of the dose curve; as a rule, active = well fitted curve in the direction sought with a large enough effect; inconclusive = small, poorly fitted or top-dose-only effect, or another doubt; inactive = no such curve, though single readings can be large; an effect the other way counts as inactive or inconclusive.

SMILES | KB-3-1 tox | HT1080NT lethal | GLP1R cytotox | SW480 rerep | HT1080 IDH1KD tx | IL1B secr inh | KB-V1 MDR tox | D3 ag | MCF10A rerep
Cn1c(=O)n(CC(N)=O)c(=O)c2c1nc(Br)n2Cc1ccccc1 | 2% | 3% | 5% | -5% | -1% | -1 | 17% | 3 | 11%
Cc1cc(C)c(NC(=O)c2ccc3c(c2)C(=O)N(Cc2cccnc2)C3=O)c(C)c1 | 9% | 1% | -3% | -1% | -1% | -5 | 8% | -5 | 12%
Cc1cnc(CNc2nc3cc(-c4ccccc4C)sc3c(=O)n2C)cn1 | 22% | 2% | 2% | nt | 1% | 8 | ? | 0 | nt
NC(=O)c1ccc(Nc2ccc3nonc3c2[N+](=O)[O-])cc1 | 2% | 15% | -9% | -4% | 8% | 16 | 1% | 2 | -3%
CN(c1ccc(C(=O)Nc2ccccc2C(F)(F)F)cc1)S(C)(=O)=O | 1% | 20% | -14% | -4% | 12% | 15 | 14% | -13 | 0%
Cc1cccc(NC(=O)COC(=O)C(NC(=O)c2cccc(S(=O)(=O)N3CCOCC3)c2)C(C)C)c1 (stereo not given) | 6% | 0% | -22% | -7% | 6% | 16 | -27% | 4 | -2%
Cc1ccc(-c2nn(CCC(=O)NC(C)C)c(=O)c3ccccc23)cc1 | 10% | 19% | -8% | 1% | 1% | ? | 0% | 4 | -2%
Cn1c(=O)[nH]c(=O)c2c1nc1n2CC(O)CN1c1ccccc1 (stereo not given) | 22% | 0% | -2% | 0% | -2% | 24 | ? | 6 | -2%
COC(=O)[C@]1(Cc2ccccc2)N[C@H](CN(C)C(=O)NC(C)C)[C@@H]2C(=O)N(C)C(=O)[C@@H]21 | 16% | 16% | -11% | 1%[9.22 µM] | 17% | 9 | ? | 9 | 0%
CC12CC3(C)CC(C)(C1)CC(NC(=O)N1CCCC1)(C2)C3 | 12% | 0% | -22% | 14% | 0% | -13 | ? | 4 | -2%
O=C(COC(=O)c1cc2c(s1)CCCCC2)NC1CCS(=O)(=O)C1 (stereo not given) | 9% | 0% | 2% | -3% | -15% | -3 | -15% | 5 | 12%
Cc1ccc(S(=O)(=O)N2C[C@H]3[C@H]4C(=O)N(c5ccccc5)C(=O)[C@H]4C[C@H](OC(=O)NCC4CCCCC4)[C@@]3(O)C2)cc1 | 0% | 1% | 13% | nt | -1% | 1 | 3% | -10 | nt
CCN(CC)c1nc2ccccc2nc1C(C#N)C(=O)NCCCOC (stereo not given) | ? | -5% | 177%[activator] | ? | -8% | ? | ? | 1 | 28%
CCOC(=O)c1cc(C#N)c(SCC(N)=O)[nH]c1=O | 12% | 12% | 4% | 2% | -2% | ? | 7% | -1 | -1%
O=C(Nc1ccc(Cl)c(S(=O)(=O)N2CCOCC2)c1)c1ccc(OCC2CCCO2)cc1 (stereo not given) | ? | 18µM* | ? | -18% | 26µM* | -95* | 0% | 17 | 18µM*
COC(=O)c1ccc2nc(-c3ccc(C)cc3)c(Cc3ccccc3OC)n2c1 | -2% | -1% | -3% | nt | 16% | 48 | -13% | -9 | nt
CS(=O)(=O)N(CC(=O)N1CCCC1)Cc1ccc(Cl)c(Cl)c1 | 0% | 4% | 0% | 0% | -1% | 3 | -5% | -6 | -4%
CCCCCCCOC1(c2ccccc2)OC(=O)c2ccccc21 (stereo not given) | -13% | 0%[9.24 µM] | -5% | -2% | ? | 0 | -6% | -23 | ?
CC1(C)CC(=O)C=C(c2ccc3ncccc3c2)C1 | 16% | 0% | 10% | -7% | 1% | -1 | -15% | 5 | 7%
COc1cccc(CN2CC(C(=O)N(C)Cc3nc(C)cs3)CCC2=O)c1 (stereo not given) | 1% | 5% | -10% | 2% | 0% | -9 | 19% | 22 | 1%
COC(=O)c1c(NC(=O)c2ccc(OC)cc2OC)sc2c1CCCCC2 | ? | nt | -3% | nt | nt | nt | 0% | 2 | nt
Cc1cc(C)cc(NC(=O)Nc2ccc3ccccc3n2)c1 | 8% | 18% | -6% | -19% | 19% | 30 | 6% | 4 | 27%
Cc1coc2cc3oc(=O)c(CCC(=O)NCCCn4ccnc4)c(C)c3cc12 | 0% | 5% | -1% | -5% | 5% | -18 | 12% | -14 | 6%
Cc1cc(OCC(=O)Nc2ccc(F)c(F)c2)nc(C(C)C)n1 | -8% | ? | 3% | 23µM* | -3%[9.24 µM] | ? | -13% | -5 | ?
O=C(CC[C@H]1O[C@@H](n2ccc(=O)[nH]c2=O)[C@H](O)[C@@H]1O)N[C@H](Cc1ccccc1)C(=O)NCCCN1CCCC1=O | 0% | 4% | 0% | nt | 0% | 16 | 0% | -10 | nt

Record cards, from the list above:
Entry for CN(c1ccc(C(=O)Nc2ccccc2C(F)(F)F)cc1)S(C)(=O)=O = KB-3-1 tox = 1%; HT1080NT lethal = 20%; GLP1R cytotox = -14%; SW480 rerep = -4%; HT1080 IDH1KD tx = 12%; IL1B secr inh = 15; KB-V1 MDR tox = 14%; D3 ag = -13; MCF10A rerep = 0%
Entry for COC(=O)c1c(NC(=O)c2ccc(OC)cc2OC)sc2c1CCCCC2 = KB-3-1 tox = ?; HT1080NT lethal = nt; GLP1R cytotox = -3%; SW480 rerep = nt; HT1080 IDH1KD tx = nt; IL1B secr inh = nt; KB-V1 MDR tox = 0%; D3 ag = 2; MCF10A rerep = nt
Entry for O=C(Nc1ccc(Cl)c(S(=O)(=O)N2CCOCC2)c1)c1ccc(OCC2CCCO2)cc1 (stereo not given) = KB-3-1 tox = ?; HT1080NT lethal = 18µM*; GLP1R cytotox = ?; SW480 rerep = -18%; HT1080 IDH1KD tx = 26µM*; IL1B secr inh = -95*; KB-V1 MDR tox = 0%; D3 ag = 17; MCF10A rerep = 18µM*

(continued)
SMILES | KB-3-1 tox | HT1080NT lethal | GLP1R cytotox | SW480 rerep | HT1080 IDH1KD tx | IL1B secr inh | KB-V1 MDR tox | D3 ag | MCF10A rerep
CC(CCc1ccccc1)NC(=O)CSc1n[nH]c(-c2ccccc2Cl)n1 (stereo not given) | -17% | nt | 1% | nt | nt | nt | -5% | -4 | nt
O=C(c1cc([N+](=O)[O-])ccc1N1CCCC1)N1CCCC1 | -15% | 1% | -8% | 1% | 7% | -4 | -21% | 1 | -2%
C=CC1=C2C=C(C3CC3)N(CCCN(CC)CC)C=C2C(=O)C(C)(OC(=O)c2ccco2)C1=O (stereo not given) | 18% | 18% | -11% | 0% | 8% | 7 | 4% | 46* | ?
N=c1oc2ccc3ccccc3c2cc1C(N)=S | -5% | -3% | 38%[activator] | ? | -1% | 6 | 2% | 3 | 12µM*
CCCOc1ccc(NC(=O)CCC(=O)NC(C)c2ccccc2)cc1 (stereo not given) | 15% | 10% | -13% | -36% | 10% | 18 | -6% | 4 | -1%
Clc1cccc(OCc2nnc(-c3ccccc3Br)o2)c1 | -10% | 9% | 10% | -10% | -3% | -12 | 6% | 4 | 18%
O=c1c2cc(Cl)ccc2nc(-c2ccc([N+](=O)[O-])cc2)n1O | ? | -11% | -3%[7.66 µM] | ? | ? | 24 | -5% | -5 | ?
CC1CCN(C(=O)C2CCN(CC(C)c3ccccc3)CC2)CC1 (stereo not given) | 3% | 14% | -12% | 2%[9.22 µM] | 0% | -5 | -3% | -4 | -4%
CCc1cc(C(=O)NCC(c2ccc(OC)cc2)N2CCOCC2)sc1C (stereo not given) | -4% | 0% | 12% | ? | 1% | -8 | -22% | -26 | -5%
COc1ccc(C(=O)OCC(=O)NCC2CCCO2)c(F)c1 (stereo not given) | 2% | -8% | 4% | -3% | 1% | 24 | -4% | 0 | -2%
CCOc1ccc(NC(=O)C2CCCN(S(=O)(=O)c3c(C)noc3/C=C/N(C)C)C2)cc1 (stereo not given) | -8% | nt | 1% | nt | nt | nt | -21% | -2 | nt
OC(Cn1cnnc1)c1ccccc1 (stereo not given) | 7% | 15% | -2% | -2% | ? | 22 | -5% | -5 | 8%
COc1ccc(/C=C(/C(=O)c2cccs2)N2C=CC=CC2=C(C#N)C#N)cc1 | 2% | ? | 5% | ? | ? | -95* | 0% | -10 | ?
CSc1nccc(NC(=O)c2ccc(C(C)(C)C)cc2)n1 | ? | -16% | -15% | ? | ? | 30 | ? | 6 | 27%
CC1(C)c2[nH]c3ccccc3c2C[C@H]2C(=O)N(CCCCCO)CC(=O)N21 | 13% | -1% | 1% | -9% | -2% | -8 | 2% | 0 | 2%
COc1ccccc1C(CNC(=O)c1cccc(S(=O)(=O)Nc2ccc(C)cc2)c1)N(C)C (stereo not given) | 5% | -5% | ? | 13% | 2% | 8 | -7% | -33 | 7%
COc1cc(/C=C/C(=O)N2C(=O)c3cccc(N)c3C2=O)cc(OC)c1OC | -2% | -9% | 76%[activator] | ? | -8% | -20 | -17% | -10 | 9.2µM*
O=C1CC(N2CCCc3ccccc32)C(=O)N1c1ccccc1 (stereo not given) | 9% | 2% | -8% | -7% | 2% | 8 | 1% | 1 | -1%
COc1ccccc1CNC(=O)[C@@H]1CCCN1C(=O)[C@@H]1Cc2ccccc2CN1C(=O)OC(C)(C)C | 8% | 1% | -11% | 2% | 5% | -11 | 2% | -11 | -1%
COc1ccc(C/C(C)=N\NC(=O)c2c[nH]c3ccccc23)cc1OC | 0% | 9% | 3% | 0% | -2% | 1 | 13% | -3 | 4%
O=C(COC(=O)C1CCN(c2ccc(C(F)(F)F)cn2)CC1)NCc1ccc(F)cc1 | 19% | 3% | 4% | -23% | 2% | 19 | 0% | 2 | ?
CC1CCN(C(=O)COC(=O)C2CCN(S(=O)(=O)c3ccc4c(c3)OCCO4)CC2)CC1 | 21% | -1% | -9% | -1% | -5% | 14 | 2% | -2 | 4%
Cc1cc(C)c(-c2cc(NC(=O)COC(=O)c3ccc(CO)cc3)n(-c3ccccc3)n2)cc1C | -3% | -7% | -18% | 3% | 1% | 16 | 19% | 8 | 11%
CCCN(CCC)C(C)C(=O)NCC1(c2ccccc2)CCCC1 (stereo not given) | 0% | -8% | -4% | 1% | -1% | 21 | -4% | -2 | -3%
